Assay outcomes deposited in PubChem by ICCB-Longwood Screening Facility, Harvard Medical School.
PV pol inh = poliovirus RdRp elongation inhibitors, primary screen, biochemical, fluorescence polarization, total intensity; 150,000 compounds, 0.66% hits; Genome polyprotein (Poliovirus type 1 (strain Mahoney)), P03300; poliovirus polymerase elongation; stronger effect = lower value; % elongation, % (compound at 16.7 µg/mL); in the data active = % elongation below about 90%; also: some results filed as inactive read as strong as hits
Target sequence (P03300 1749-2209 limits assumed): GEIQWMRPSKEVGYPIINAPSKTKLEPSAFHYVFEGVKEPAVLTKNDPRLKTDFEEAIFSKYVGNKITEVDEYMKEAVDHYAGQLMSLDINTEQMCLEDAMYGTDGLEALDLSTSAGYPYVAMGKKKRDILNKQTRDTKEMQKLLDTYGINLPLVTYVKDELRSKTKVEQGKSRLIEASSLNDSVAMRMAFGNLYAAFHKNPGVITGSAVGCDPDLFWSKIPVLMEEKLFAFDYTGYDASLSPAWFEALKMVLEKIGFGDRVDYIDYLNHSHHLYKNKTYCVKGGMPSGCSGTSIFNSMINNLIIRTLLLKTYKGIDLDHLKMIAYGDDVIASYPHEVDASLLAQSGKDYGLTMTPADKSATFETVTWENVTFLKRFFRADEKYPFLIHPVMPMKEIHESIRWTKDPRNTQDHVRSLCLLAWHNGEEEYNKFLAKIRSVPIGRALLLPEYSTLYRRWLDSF
PV pol inh FP z-score = further read-out of PV pol inh, marked with its call; z-score; measured here: FP z-score; hits read low
The depositor's hits bear a star. These rows are one share of the data; count on the stated rates, not on these rows.

Preview, 18 compounds:
SMILES	PV pol inh	PV pol inh FP z-score
CCOC(=O)N1CCN(c2nc3c(c(=O)n(C)c(=O)n3C)n2CCSc2nnc(C)s2)CC1	101	-0.3
Nc1nc2sc3c(c2cc1C(=O)N1CCOCC1)CCCC3	102	0.3
OCC(O)C(O)C(O)C(O)c1nc2ccccc2[nH]1 (stereo not given)	62*	-6.3*
Cc1ccc(C2=NNC(c3cccnc3)=Nc3ccc(F)cc32)o1	102	-0.1
COc1ccccc1CCNC(=O)c1cccn1-c1nnc(N2CCCC2)s1	107	0
CCNCC1(c2ccc(OC)c(OC)c2)CCCC1	102	0
CCC(CC)C(=O)Nc1ccc(OCc2cc(=O)n3ccsc3n2)cc1	112	1.2
CCOC(=O)/C(C#N)=C/c1ccsc1	102	0.1
CNc1nsc(C(=O)c2ccc(F)cc2)c1N	101	0.1
CC(=O)N1CCc2c(sc3c2c(=O)n(Cc2ccccc2)c(=O)n3Cc2ccccc2F)C1	100	-1.4
O=C(Nc1ccc(-n2cnnn2)cc1)c1ccccc1C(F)(F)F	108	0.7
CC1CCN(c2nnc(NC(=O)Cn3c(=O)oc4ccccc43)s2)CC1	102	0.1
CC(=O)N1c2ccc(S(=O)(=O)NCCC(=O)Nc3ccc(C)cc3Br)cc2CC1C (stereo not given)	107	0.1
N#Cc1cccc(NC(=O)CCCc2ccccc2)c1	101	0
COC(=O)c1ccc(NC(=S)Nc2cc(C)[nH]n2)cc1	100	-0.4
Cc1cc(Nc2cccc(Cl)c2)nc2ccc(NC(=O)Cc3ccc(Cl)cc3)cc12	105	-0.1
CCOC(=O)c1sc(N(Cc2ccccc2)C(=O)CSc2nnc(-c3ccco3)n2C)nc1C	107	0.8
Cc1nc(C)c(CC(=O)N/N=C/c2ccc(F)cc2)c(=O)[nH]1	105	1

Results, from the start:
SMILES	PV pol inh	PV pol inh FP z-score
CCOC(=O)N1CCN(c2nc3c(c(=O)n(C)c(=O)n3C)n2CCSc2nnc(C)s2)CC1	101	-0.3
Nc1nc2sc3c(c2cc1C(=O)N1CCOCC1)CCCC3	102	0.3
OCC(O)C(O)C(O)C(O)c1nc2ccccc2[nH]1 (stereo not given)	62*	-6.3*
Cc1ccc(C2=NNC(c3cccnc3)=Nc3ccc(F)cc32)o1	102	-0.1
COc1ccccc1CCNC(=O)c1cccn1-c1nnc(N2CCCC2)s1	107	0
CCNCC1(c2ccc(OC)c(OC)c2)CCCC1	102	0
CCC(CC)C(=O)Nc1ccc(OCc2cc(=O)n3ccsc3n2)cc1	112	1.2
CCOC(=O)/C(C#N)=C/c1ccsc1	102	0.1
CNc1nsc(C(=O)c2ccc(F)cc2)c1N	101	0.1
CC(=O)N1CCc2c(sc3c2c(=O)n(Cc2ccccc2)c(=O)n3Cc2ccccc2F)C1	100	-1.4
O=C(Nc1ccc(-n2cnnn2)cc1)c1ccccc1C(F)(F)F	108	0.7
CC1CCN(c2nnc(NC(=O)Cn3c(=O)oc4ccccc43)s2)CC1	102	0.1
CC(=O)N1c2ccc(S(=O)(=O)NCCC(=O)Nc3ccc(C)cc3Br)cc2CC1C (stereo not given)	107	0.1
N#Cc1cccc(NC(=O)CCCc2ccccc2)c1	101	0
COC(=O)c1ccc(NC(=S)Nc2cc(C)[nH]n2)cc1	100	-0.4
Cc1cc(Nc2cccc(Cl)c2)nc2ccc(NC(=O)Cc3ccc(Cl)cc3)cc12	105	-0.1
CCOC(=O)c1sc(N(Cc2ccccc2)C(=O)CSc2nnc(-c3ccco3)n2C)nc1C	107	0.8
Cc1nc(C)c(CC(=O)N/N=C/c2ccc(F)cc2)c(=O)[nH]1	105	1
COc1ccc(CNC(=O)c2cn(-c3cccc(OC)c3)c(=O)c3ccccc23)cc1	104	-0.4
CCc1c(C)sc(NC(=O)c2cnn3cccnc23)c1C#N	100	-0.6
O=C(NC1CCCC1)c1ccc2c(c1)N(Cc1ccccc1F)C(=O)c1ccccc1S2	109	0.6
CC(C)CCOc1ccccc1C(N)=O	105	0.2
Cc1ccc(OCc2cc(=O)n3cc(C)sc3n2)c(NC(=O)c2ccco2)c1	108	0.2
CCN(CC)C(=O)N1CC(C)CC(C)C1 (stereo not given)	101	-0.2
CN(C(=O)CN1CCN(c2ccccc2O)CC1)c1ccccc1	106	0.4
Cc1ccc(Cn2c(=O)n(-c3cc(C)cc(C)c3)c(=O)c3oc4ccccc4c32)cc1	108	0.2
CSc1cccc(Nc2nc3c(S(=O)(=O)c4ccccc4)nnn3c3ccc(Cl)cc23)c1	103	-0.6
COc1cc2[nH]c(=O)c(C(=O)NC(C)c3ccccc3)c(O)c2cc1OC (stereo not given)	102	-0.3
CN(C(=O)CN1C(=O)C2CC=CCC2C1=O)C1CCS(=O)(=O)C1 (stereo not given)	102	0
COc1cccc(N2CCN(C(=O)c3ccc4nc(N5CCC(C)CC5)sc4c3)CC2)c1	108	0.4
O=C(NCc1ccco1)c1cccc(N2CCCC2=O)c1	101	-0.5
COc1ccc(Cn2c(N)c(S(=O)(=O)c3ccccc3)c3nc(C#N)c(C#N)nc32)cc1	105	0.4
O=C(/C=N/O)Nc1cccc(C(F)(F)F)c1	106	1.2
CC(C)Nc1nc2c(-c3cccc(Br)c3)nnn2c2ccccc12	105	0.2
Cc1oc2c(c1C(=O)NC(C)(C)C)C(=O)c1ccccc1C2=O	102	0.7
Cc1nnc(-c2ccccc2)c(=O)n1/N=C/c1ccc2c(c1)OCO2	102	-0.4
O=C(NCc1ccccc1)NC1(C(=O)N2CCCC2)CCCCC1	104	0.8
O=C1CCCC(=O)C1C1c2ccccc2Oc2ccc(F)cc21 (stereo not given)	100	-0.1
O=C(NCc1cccc(Cl)c1)C1CCCN(c2ncnc3onc(-c4ccc(F)cc4)c23)C1 (stereo not given)	103	-0.6
Cc1cccn2c(=O)c(/C=C3\SC(=S)N(C)C3=O)c(N3CCCC3)nc12	115	2.7
COc1ccc(NC(=O)CCc2nc3cccnc3n2-c2ccccc2)c(OC)c1	106	0.2
CS(=O)(=O)N(Cc1ccccc1)c1ccccc1	98	-0.5
Cc1ccc(C2=CC(c3cccs3)n3c(nc4ccccc43)N2)cc1C (stereo not given)	101	0.2
COc1ccccc1N1CCN(C(=O)c2ccc3c(c2)N(Cc2ccccc2)C(=O)c2ccccc2S3(=O)=O)CC1	107	0.5
COc1cc2nc(Nc3cccc(F)c3)nc(N)c2cc1OC	106	0.3
CC1=CS(=O)(=O)CC1SC(=S)N(C)C1CCS(=O)(=O)C1 (stereo not given)	101	-0.1
O=C(CC1NC2CCCCC2NC1=O)Nc1ccc2c(c1)OCCO2 (stereo not given)	101	0.1
O=C(Nc1sc2c(c1C(=O)Nc1ccc(Cl)cc1)CCCC2)c1cccs1	105	0
Cc1nn(-c2ccccc2)c(-n2cccc2)c1C(=O)N1CCCC1	103	0.1
O=C(NCCc1nc(-c2ccccc2)cs1)c1ccccc1	106	0.5
N#CCCN(Cc1ccccc1)C(=O)c1ccccc1	100	0
Cc1cc(N2CCN(C)CC2)nc2ccc(NC(=O)NC3CCCC3)cc12	101	-0.2
O=C(NCCc1ccccn1)c1ccc2nccnc2c1	110	0.8
Cc1cccc(C(=O)N/C(=C/c2ccco2)C(N)=O)c1	100	-0.3
CCOC(=O)c1cnc2c(C(=O)OC)c[nH]n2c1=O	101	-0.1
CN(C)CCNC(=O)c1ccccc1	105	-0.2
Cc1ccc(C)c(NC(=O)CSc2nc(-c3ccccc3)cc(=O)[nH]2)c1	103	0
NS(=O)(=O)c1ccc(NC(=O)c2cn(-c3ccccc3)nc2-c2cccs2)cc1	105	0.3
CC(C)c1cccc(C(C)C)c1OC(=O)NC(=O)c1c(F)cccc1F	105	0
Cc1oc(C(C)(C)C)cc1C(=O)NCc1csc2ccc(Cl)cc12	99	-0.9
Continued:
SMILES	PV pol inh	PV pol inh FP z-score
Cc1ccccc1Nc1cc(C(=O)NC2CCCC2)c2ccccc2n1	107	-0.6
COc1ccc(-c2nnc(SCC(=O)NCc3ccc(C)cc3)nc2-c2ccc(OC)c(OC)c2)cc1OC	109	0.5
Cc1ccc(Cl)cc1N1CCN(C(=O)c2cc(S(=O)(=O)N3CCC(C)CC3)cn2C)CC1	105	-0.2
O=C(c1cc2ccccc2o1)N(C1CC1)C1(C(=O)Nc2ccccc2)CCCC1	105	0.3
O=C(Nc1ccc(-c2cn3ccsc3n2)cc1)c1ccccc1	95	-1.1
CN(C)c1ccc(CNC(=O)c2ccc(CN(Cc3ccccc3)C(=O)Nc3ccccc3)o2)cc1	100	-0.3
CCc1cc(C(=O)Nc2sccc2C(N)=O)cs1	104	1.8
COC(=O)c1ccc(OCC#N)cc1	98	-2.1
COc1ccc(C(=O)OCc2ccccc2C(F)(F)F)c(O)c1	99	-0.6
COc1ccc(NC(=O)C2=Cc3cccc(OC)c3OC2)cc1	101	0
CN(C(=O)Nc1noc2c1COc1ccccc1-2)C1CCCCC1	103	0.7
Cc1ccc(-c2nc3cnccn3c2NC2CCCCC2)o1	79	-2.9
COc1ccc(C)cc1NC(=O)C(=O)NCCc1csc(-c2ccc(C)cc2)n1	107	-0.1
CCC(C)Nc1ncnc2c1oc1ccccc12 (stereo not given)	100	-0.7
COc1ccc(CCCc2nnc(SCC(=O)NN)o2)cc1	103	0.3
COc1ccc(CNC(=O)CN(C)Cc2ccccc2F)cc1OC	105	0.3
CC(C)CC(NC(=O)c1ccco1)C(=O)O (stereo not given)	105	1.3
CCOc1ccc(CNC(=O)CSc2nnc(C)c3c(C)n(-c4ccc(Cl)cc4)nc23)cc1	111	0.9
Cc1cccc(NC(=O)CSc2nc(-c3cccs3)cc(C(F)(F)F)c2C#N)c1	102	-0.5
CCN(CC)S(=O)(=O)c1ccc(NC(=O)CSc2nncn2-c2ccccc2)cc1	107	0.3
COc1cccc(NC2=NC3(CCCC3)N=C(N)N2)c1	100	-0.3
Cc1cccc(OCCn2c(SCC(N)=O)nc3ccccc32)c1	109	0.8
Cc1c(Cl)cccc1NC(=S)N1CCCN(c2nc3ccc(Cl)cc3s2)CC1	109	0.6
COc1cc(CC(=O)NC2CCC(C)CC2)cc(OC)c1OC (stereo not given)	102	-0.2
C/C(=N\NC(=O)CNc1ccccc1)c1ccccc1	104	0.7
CC(C)(C)C(=O)/C=C1\NC(=O)CS1	102	0.1
COc1ccc(OC)c(CNC(=O)CCS(=O)(=O)c2ccc3c(c2)oc(=O)n3C)c1	109	0.1
CCCCOc1ccc(Cn2c(=O)sc3ccccc32)cc1	108	0.5
O=C(O)CCS(=O)(=O)c1ccc2ccccc2c1	102	0
CC(C)(C)C(=O)NCc1cn2ccsc2n1	103	0.1
COc1ccccc1CNC(=O)CCNS(=O)(=O)c1cccc2nsnc12	105	-0.1
CCOc1ccc(C2C(C(=O)OC)=CN(CC(C)C)C=C2C(=O)OC)cc1OC	102	0.4
CSc1nnc([C@H](C)NC(=O)OC(C)(C)C)o1	102	-0.1
CC1CCCCC1N(C)C1CCN(CCCNC(=O)/C=C/c2cccc(C(F)(F)F)c2)CC1 (stereo not given)	102	0
CN(CC(=O)N1CCC(C(N)=O)CC1)S(=O)(=O)c1ccc(Br)cc1	100	0.1
Cc1nc(SCC(=O)Nc2ccc(Cl)cc2C(F)(F)F)[nH]c(=O)c1Cc1ccccc1	107	0.3
N#C/C(=C\C1CC=CCC1)c1nc2ccccc2c(=O)[nH]1 (stereo not given)	104	0.8
CN(C)C(=O)/C=C\c1cn(-c2ccccc2)nc1-c1ccc2c(c1)OCCO2	102	0.3
COc1cc(C(=O)Oc2ccc(C#N)cc2)cc(OC)c1OC	99	-0.6
Cc1ccc(-n2c(=O)c3oc4ccccc4c3n(Cc3ccccc3)c2=O)cc1C	109	0.5
CNC(=S)N(Cc1cccnc1)Cc1cc2cc(OC)ccc2[nH]c1=O	105	0.8
COc1ccc(-c2noc(CN3C(=O)c4ccccc4C3=O)n2)cc1	104	0.3
COC(=O)c1ccccc1NC(=O)CN1C(=O)COc2ccc(Cl)cc21	105	0.1
Cc1noc2ncnc(SCc3ccc(C(F)(F)F)cc3)c12	104	0
Cc1cccc(Nc2nc3c(S(=O)(=O)c4ccc(Br)cc4)nnn3c3ccsc23)c1C	98	-1
CC1CCCN(C(=O)COc2ccc(-c3ccccc3)cc2)C1 (stereo not given)	103	0.7
COc1cc(C(=O)Nc2ccccc2-c2nc(-c3ccc(C)cc3)no2)cc(OC)c1OC	110	0.6
COc1ccc(-c2csc(/C(C#N)=C(\O)CSc3nnc(-c4ccccc4F)n3C3CC3)n2)cc1OC	99	-0.2
O=C(/C=C/c1ccco1)Nc1cccc2cccnc12	99	-0.4
CCOc1ccc(S(=O)(=O)Nc2ccc3c(c2)c(C(C)=O)c(C)n3S(=O)(=O)c2ccc(OCC)cc2)cc1	100	-0.4
Cc1ccc(CN(C)C(=S)Nc2cccc(C(F)(F)F)c2)o1	101	0.1
Cn1c(N/C(=C/C(=O)c2cccs2)C(F)(F)F)nc2ccccc21	106	0.4
COc1ccccc1NC(=O)CC(C)(C)C	102	0.1
O=C(CN1C(=O)C2(SCC(=O)N2c2ccc(F)c(F)c2)c2ccccc21)Nc1cccc(Cl)c1 (stereo not given)	105	0.1
Cc1ncc(CO)c2c1Oc1nc(-c3ccc(F)cc3)nc(SCc3ccc(F)cc3Cl)c1C2	103	-0.9
COc1ccc(-c2nc(SCC(=O)Nc3ccc4c(c3)OCO4)c(-c3ccc(OC)cc3)[nH]2)cc1	110	-0.5
CCC(c1ccccc1)c1nc(-c2ccccc2)no1 (stereo not given)	101	0.1
Cc1cc(C)c2c(c1)c1n[nH]c(=S)nc1n2C	98	-0.5
O=S(=O)(c1ccc(-c2ccccn2)s1)N1CCOCC1	103	0.1
O=c1cc(/C=C/c2ccccc2)oc2ccccc12	102	0.3
New compounds follow.
SMILES	PV pol inh	PV pol inh FP z-score
Cc1cc(C)cc(-n2c(C)cc(C(=O)C(=O)Nc3ccccc3F)c2C)c1	110	0.1
COC(=O)Cc1ccc2sc(-c3ccccc3)nc2c1	102	-0.1
CCN=PN1CCN(P(=NCC)(N(CC)CC)N(CC)CC)CC1 (stereo not given)	103	0.2
O=C(CSc1nc2ccccc2o1)c1ccc2c(c1)OCCO2	87	-2.7
Cc1ccc(OCc2nc(SCC(=O)NC(=O)NC3CCCC3)n[nH]2)cc1	98	-0.5
